# Screening data deposited in PubChem BioAssay by National Center for Advancing Translational Sciences (NCATS).
# BLM inh – qHTS Assay for Inhibitors of Bloom's syndrome helicase (BLM). recombinant BLM DNA unwinding, fluorescence dequenching. Potency, µM (highest dose often 56.1 µM), for the others: at the top dose activity change, negative = inhibition, usual class: inhibitors. 350,000 compounds, 0.2% hits;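 also: plate controls were vehicle for no effect and no enzyme for full effect; nearly all actives have a fitted effect of over 35% in size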
# Anesthetic bind – qHTS Assay for Identification of Novel General Anesthetics; Potency, µM (highest dose often 77.5 µM), for the others: at the top dose activity change, negative = displacement, usual class: inhibitors; 350,000 compounds, 0.074% hits; apoferritin/1-aminoanthracene competitive binding, fluorescence; Ferritin light chain (Equus caballus), P02791; also: % is scaled to controls: 0 for no effect and ±100 for the full control effect; nearly all actives have a fitted effect of over 20% in size
# Target sequence (P02791 2-175 limits assumed): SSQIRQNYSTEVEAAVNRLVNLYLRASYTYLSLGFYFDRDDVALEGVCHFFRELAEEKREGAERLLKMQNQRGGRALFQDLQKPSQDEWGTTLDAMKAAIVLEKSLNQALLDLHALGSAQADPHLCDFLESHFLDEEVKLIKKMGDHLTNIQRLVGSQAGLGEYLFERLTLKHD
#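 Horse-spleen apoferritin (10 uM) was mixed with 50% saturated 1-aminoanthracene in PBS, exposed to compounds for 10 min at room temperature, and read for fluorescence (ex 380 nm, em 535 nm). Competitive displacement was fitted with a four-parameter Hill equation.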
# Pol iota inh – qHTS for Inhibitors of Polymerase Iota; Pol iota fluorescent replication assay, 10 min; Potency, µM (doses to about 115 µM), without a hit: at the highest dose activity, negative = inhibition, actives largely listed as inhibitors; 390,000 compounds, 1% hits; AID 588590, 2011
#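 Fluorescent replication assay read twice, at 0 min and 10 min after adding 50 nM (final) substrate. Enzyme (10 nM) and compounds were first incubated 15 min at room temperature; enzyme-free buffer wells were negative controls.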
# Pol kappa inh – qHTS for Inhibitors of Polymerase Kappa | Potency, µM (doses to about 107 µM), inactives show at the highest dose activity, negative = inhibition, hits mostly inhibitors | 400,000 compounds, 0.53% hits | purified Pol kappa, fluorescent DNA synthesis assay, 10 min; also: % is scaled to controls: 0 for no effect and ±100 for the full control effect
#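 10 nM Pol kappa was preincubated with compounds for 15 min at room temperature. Reaction started with 50 nM (final) substrate. Fluorescence read kinetically at 0 and 10 min.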
# APE1 inh – qHTS Assay for Inhibitors of the Human Apurinic/apyrimidinic Endonuclease 1 (APE1); DNA repair nuclease/redox regulator APEX1 (Homo sapiens), P27695; recombinant APE1, TAMRA/BHQ-2 abasic DNA cleavage fluorescence; Potency, µM (top dose mostly 65.8 µM), for the others: top-dose activity change, negative = inhibition, hits mostly inhibitors; 350,000 compounds, 0.35% hits; AID 2517, 2012;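 also: plate controls were vehicle for no effect and reference inhibitor for full effect; nearly all actives have a fitted effect of over 55% in size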
# Target sequence (P27695 whole entry, looked up): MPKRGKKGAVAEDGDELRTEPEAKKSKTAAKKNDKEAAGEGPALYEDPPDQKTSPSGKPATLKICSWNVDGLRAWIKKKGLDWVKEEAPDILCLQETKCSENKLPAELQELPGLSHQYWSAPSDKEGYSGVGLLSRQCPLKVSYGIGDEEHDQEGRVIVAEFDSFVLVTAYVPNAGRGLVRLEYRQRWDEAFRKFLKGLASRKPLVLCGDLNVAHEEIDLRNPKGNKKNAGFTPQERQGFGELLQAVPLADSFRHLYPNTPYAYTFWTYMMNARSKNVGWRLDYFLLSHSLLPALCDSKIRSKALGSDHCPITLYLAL
#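 Substrate: short duplex with […] THF abasic site, 5'-TAMRA and 3'-BHQ-2, 50 nM final. APE1 at 0.75 nM, preincubated 15 min RT with compound. Fluorescence increase from first to third read measured activity.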
# Pol beta inh – qHTS Assay for Inhibitors of DNA Polymerase Beta. Pol beta primer extension/strand displacement, fluorescence kinetic. Potency, µM (highest dose often 114 µM), for the others: at the top dose activity change, negative = inhibition, most hits filed as inhibitors. 340,000 compounds, 1.3% hits. AID 485314, 2010; also: % is scaled to controls: 0 for no effect and ±100 for the full control effect
#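 Curves were derived by four-parameter Hill fits of normalized qHTS data. The kinetic fluorescent primer-extension read was taken at 0 and 10 min after 50 nM substrate, following a 15 min room-temperature preincubation of 10 nM enzyme with compounds.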
# BAZ2B inh – qHTS Assay for Inhibitors of BAZ2B; Bromodomain adjacent to zinc finger domain protein 2B (Homo sapiens), Q9UIF8; AlphaScreen BAZ2B-H3K14Ac peptide displacement; Potency, µM (top dose mostly 114 µM), for inactives: at the top dose activity change, negative = inhibition, usual class: inhibitors; 360,000 compounds, 4.4% hits; AID 504333, 2011; also: % is scaled to controls: 0 for no effect and ±100 for the full control effect; nearly all actives have a fitted effect of over 60% in size
#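 In this displacement format the biotinylated H3(5-23) peptide acetylated at Lys14 serves as ligand at 50 nM, with BAZ2B at 50 nM in PBS pH 7.4 containing 0.01% Tween-20. Donor and acceptor beads are 10 ug/mL final.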
# G9a block – qHTS Assay for Inhibitors of Histone Lysine Methyltransferase G9a. Histone-lysine N-methyltransferase EHMT2 (Homo sapiens), Q96KQ7. G9a H3K9 monomethylation, AlphaScreen, 2 h. Potency, µM (highest dose often 102 µM), for inactives: at the highest dose activity, negative = inhibition, actives largely listed as inhibitors. 350,000 compounds, 8.8% hits. AID 504332, 2011; also: % is scaled to controls: 0 for no effect and ±100 for the full control effect; nearly all actives have a fitted effect of over 75% in size
# Target sequence (Q96KQ7 913-1193 limits assumed): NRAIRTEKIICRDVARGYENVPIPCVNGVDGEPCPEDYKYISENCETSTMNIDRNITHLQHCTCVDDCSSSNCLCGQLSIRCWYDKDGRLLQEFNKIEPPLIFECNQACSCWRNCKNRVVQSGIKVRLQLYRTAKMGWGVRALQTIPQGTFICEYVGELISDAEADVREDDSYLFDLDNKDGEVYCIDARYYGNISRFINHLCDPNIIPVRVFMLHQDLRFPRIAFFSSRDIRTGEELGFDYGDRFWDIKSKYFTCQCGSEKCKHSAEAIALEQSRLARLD
#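 G9a (20 nM) was preincubated 15 min with compound, then reacted 2 h at room temperature with 500 nM biotin-H3K9 peptide and 20 µM SAM. Monomethyl-H3K9 detected by AlphaScreen using anti-H3K9me1 antibody.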
# Pol eta inh – qHTS for Inhibitors of Polymerase Eta | DNA polymerase eta (Homo sapiens), Q9Y253 | Potency, µM (series often up to 114 µM), for the others: top-dose activity change, negative = inhibition, hits mostly inhibitors | 390,000 compounds, 1.2% hits | recombinant Pol eta, fluorescent DNA replication assay; also: % is scaled to controls: 0 for no effect and ±100 for the full control effect
#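 Pol eta at 10 nM preincubated with compounds 15 min at room temperature; reaction started with fluorescent substrate (50 nM final) and read kinetically at 0 and 10 min.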
# The depositor's hits bear a star; ? = inconclusive; . = no result given; [ ] = dose if it differs, or a comment. Calls follow the shape of the dose curve; as a rule, active = well fitted curve in the direction sought with a large enough effect; inconclusive = small, poorly fitted or top-dose-only effect, or another doubt; inactive = no such curve, though single readings can be large; an effect the other way counts as inactive or inconclusive. Potency is read from the fitted curve at half-maximal effect. Not all compounds are listed (hit frequency here may not be typical).
SMILES,BLM inh,Anesthetic bind,Pol iota inh,Pol kappa inh,APE1 inh,Pol beta inh,BAZ2B inh,G9a block,Pol eta inh
CCN(CC)C(=O)c1cn(CC)c(=O)c2cc(OC)c(OC)cc12,-1%,9%,11%,3%,-3%,1%,-6%,-2%[59 µM],11%
COc1ccc(OC)c(-n2c(=S)[nH]c3cc(C(=O)NCCCN4CCCC4=O)ccc3c2=O)c1,3%,4%,.,.,-2%,3%,-34%,28µM*,.
C/C(=N\N1CCN(c2ccc(Cl)cc2)CC1)c1ccco1,-5%,-8%,20%,4%,3%,5%,?,?,-21%
O=C(COC(=O)C1CC2C=CC1C2)Nc1ccccc1 (stereo unspecified),-3%,-11%,1%,-20%,1%,-23%,-3%,-5%[59 µM],-23%
O=C(CCc1ccccc1)Nc1ccc(NS(=O)(=O)c2ccccc2)cc1,-6%,-4%,-7%,-6%,-4%,9%,4%,11%,1%
COc1ccccc1Nc1sc(C(=O)c2ccc(F)cc2)c(N)c1S(=O)(=O)c1ccc(C)cc1,-5%,175%[activator],5%,-9%[60.1 µM],.,-1%,-11%,-4%[59 µM],0%
COCCCNC(=O)CN(c1cc(Cl)ccc1OC)S(C)(=O)=O,-1%,0%,56%[activator],3%,-2%,3%,-18%,7%,-30%
CCOC(=O)c1c(C)n(C)c2ccc(O)c(CN3CCCCC3)c12,25%,1%,17%,-21%,-2%,-9%,-3%,?,1%
O=S(=O)(c1ccc(Cl)cc1)n1cccn1,-4%,-3%,20%,-1%,0%,-11%,-25%,?,-13%
CNC(=O)CC1C(=O)N(C)C(=S)N1NC(=O)c1ccccc1 (stereo unspecified),1%,-3%,119%[activator],2%,2%,36%,-34%,-4%,-10%
CC(C)Oc1ccc(C(CC(=O)O)NC(=O)CSc2ncn[nH]2)cc1 (stereo unspecified),-1%,-10%,9%,-10%,-2%,0%,0%,?,8%
CCc1ccc(S(=O)(=O)c2cn(CC(=O)Nc3ccc(F)c(Cl)c3)c3ccccc3c2=O)cc1,-7%,-7%,28%,3%,.,30%,-3%,2%[59 µM],-22%
COc1ccccc1CNc1cc(-c2ccccc2)nc2nncn12,-7%,-13%,-3%,-4%,.,39%,-13%,-7%[59 µM],-12%
Cc1cc(OCCCn2cnc3ccccc3c2=O)ccc1[N+](=O)[O-],3%,6%,18%,1%,-2%,-3%,7%,5%[59 µM],-15%
CC(C)(C)c1ccc(-c2nnc(SCC(=O)O)n2N)cc1,-2%,-7%,-1%,-1%,-2%,2%,1%,45µM*,-13%
CC(Sc1nc(N)cc(N)n1)C(=O)NCC1CCCO1 (stereo unspecified),.,.,46%[activator],-22%,7%,.,-2%,9%[12.7 µM],-7%
Cc1nn(Cc2noc(C(=O)NCC3CCCO3)n2)c(C)c1Br (stereo unspecified),0%,-5%,18%,10%,1%,8%,-5%,.,-20%
CCN1CCN(c2cc(C)c3cc(NC(=O)c4ccc5c(c4)OCO5)ccc3n2)CC1,-5%,2%,-18%,2%,-12%,-3%,14%,-11%,-15%
CN(C)c1ccc(-c2nnn(CC(=O)NCc3ccc4c(c3)OCO4)n2)cc1,-5%,-12%,28%,1%,-1%,50%,-17%,-3%[59 µM],-13%
CCOc1ccc(S(=O)(=O)Nc2ccn(C)n2)cc1,.,.,-28%,-6%,8%,.,9%,2%[12.7 µM],1%
CCCCCOC(=O)NCCOC(=O)Nc1ccc(C(=O)OCC)cc1,-5%,-23%,7%,-6%,13%,-15%,6%,3%[59 µM],-11%
CC1=C(C(=O)OC(C)C)C(C)NC(=O)N1 (stereo unspecified),-5%,-9%,15%,1%,-7%,2%,1%,22%,-14%
CCOCc1nnc(NC(=O)c2ccco2)s1,-2%,-2%,11%,-7%,0%,4%,13%,24%[59 µM],-18%
O=C(CCc1ccccc1)NNC(=O)c1ccco1,-1%,-6%,-1%,-2%,0%,11%,1%,18%,7%
CC(C)C[C@H](NC(=O)[C@@H]1Cc2c([nH]c3ccccc23)C2c3ccccc3C(=O)N21)C(=O)NCC1CCCO1 (stereo partly specified),-1%,-23%,4%,9%,20%,3%,-34%,?,-20%

# Entries of single compounds as entered above. Order of values: BLM inh | Anesthetic bind | Pol iota inh | Pol kappa inh | APE1 inh | Pol beta inh | BAZ2B inh | G9a block | Pol eta inh
# Cc1cc(OCCCn2cnc3ccccc3c2=O)ccc1[N+](=O)[O-] is listed with 3% | 6% | 18% | 1% | -2% | -3% | 7% | 5%[59 µM] | -15%
# CCOc1ccc(S(=O)(=O)Nc2ccn(C)n2)cc1 is listed with . | . | -28% | -6% | 8% | . | 9% | 2%[12.7 µM] | 1%
# COCCCNC(=O)CN(c1cc(Cl)ccc1OC)S(C)(=O)=O is listed with -1% | 0% | 56%[activator] | 3% | -2% | 3% | -18% | 7% | -30%
# C/C(=N\N1CCN(c2ccc(Cl)cc2)CC1)c1ccco1 is listed with -5% | -8% | 20% | 4% | 3% | 5% | ? | ? | -21%
# CN(C)c1ccc(-c2nnn(CC(=O)NCc3ccc4c(c3)OCO4)n2)cc1 is listed with -5% | -12% | 28% | 1% | -1% | 50% | -17% | -3%[59 µM] | -13%

# New compounds follow
SMILES,BLM inh,Anesthetic bind,Pol iota inh,Pol kappa inh,APE1 inh,Pol beta inh,BAZ2B inh,G9a block,Pol eta inh
COc1ccccc1-n1cnc2cc(C(=O)NC3CCCC3)ccc21,3%,-9%,-8%[58.9 µM],-14%,-1%,0%,11%,-5%[59 µM],-4%
O=C(NC1CCCC1)c1ccc(CS(=O)(=O)Cc2ccccc2F)o1,3%,-5%,-25%,-23%,17%,-7%,0%,10%,-2%
COc1ccc(NC(=O)C(c2cc3c(cc2[N+](=O)[O-])OCO3)N(C)C)cc1 (stereo unspecified),-7%,-3%,168%[activator],-8%,2%,27%,-8%,3%,2%
CC(C)(C)C(=O)N(Cc1nc2ccccc2c(=O)[nH]1)Cc1cccs1,5%,-11%,10%,-10%,-1%,31%,-3%,-11%[59 µM],-6%
CCc1nnc(SCC(=O)N(CC)c2ccccc2)c2cc3oc(C)cc3n12,0%,5%,-10%,-4%,.,14%,?,-8%[59 µM],-20%
COc1ccccc1NC(=O)CC(=O)CSc1nnc(-c2ccc(C)cc2)n1-c1ccccc1,-5%,0%,-9%,-1%,4%,-1%,-13%,-40%[59 µM],?
O=C(Cn1c(=O)c2cccn2c2cccnc21)NCc1cccc(F)c1,0%,8%,-11%,-9%,.,-2%,-3%,1%[59 µM],5%
C=CCn1c(SCC(=O)NC(=O)NCc2ccco2)nc2sc(C)c(C)c2c1=O,1%,-14%,?,-15%,-2%,0%,18%,20%,?
Cc1ccc(-c2noc(CCC(=O)N3CCCC3)n2)cc1,2%,-12%,-3%,-8%,0%,21%,-1%,3%,-17%
CCc1ccc(CNC(=O)Cn2ccc3cc(S(=O)(=O)N4CCCCCC4)ccc32)cc1,-3%,143%[activator],-12%,-4%,.,1%,-3%,-1%[59 µM],-12%
CC1CCCN(C(=O)C2c3ccccc3C(=O)N3CCc4ccccc4C23)C1 (stereo unspecified),1%,-6%,19%,-6%,-7%,0%,1%,0%,-4%
Cc1ccc(-c2noc(CN3CCOCC3)n2)cc1,1%,-12%,-11%,-8%,0%,17%,-7%,23%,-22%
COc1ccc(NC(=O)CCCN(C)S(=O)(=O)c2ccc(C)cc2)cc1,1%,-11%,19%,-18%,11%,1%,6%,11%[59 µM],-3%
CC(=O)c1ccc(OCC(=O)NC2CCS(=O)(=O)C2)cc1 (stereo unspecified),-2%,-15%,33%[activator],-2%,-5%,-1%,-22%,?,-8%
COc1ccc(S(=O)(=O)N(CC(=O)NCc2ccccn2)c2ccc(Cl)cc2)cc1,-1%,-3%,15%,-21%,51%[activator],0%,-21%,-4%,7%
Cc1cccc(N2CCN(c3ccc(NC(=O)c4ccccc4)cc3C(=O)O)CC2C)c1 (stereo unspecified),3%,-10%,-7%,-11%[60.1 µM],.,6%,79µM*,?,.
CCOCCn1c(=NC(=O)c2cc(Cl)sc2Cl)sc2cc(S(N)(=O)=O)ccc21,-9%,4%,.,.,-5%,8%,-2%,8%[59 µM],.
Cc1ccc(Sc2c(C)nn(C(C)(C)C)c2OC(=O)C(C)(C)C)cc1,-8%,38%[activator],?,-12%,.,-11%,52%[activator],18%[59 µM],-16%
O=C(Nc1ccc2c(c1)OCO2)Nc1ccccn1,2%,-9%,-5%,-15%,1%,-8%,-15%,?,-2%
O=C(N/N=C/c1ccc(O)cc1)c1cc(-c2ccccc2)nc2ccccc12,-4%,-8%,-16%,-5%,9%,77%,1%,1%,-2%
O=C(NNC(=O)C1CCC1)c1cccc(Cl)c1,.,.,-10%,16%,-5%,.,10%,6%[12.7 µM],-5%
Cc1c(C(=O)OCC(=O)N2c3ccccc3CC2C)oc2ccccc12 (stereo unspecified),-13%,-19%,1%,-12%,?,28%,18%,17%[59 µM],0%
COCCCNc1oc(-c2ccccc2Cl)nc1C#N,-3%,-6%,26%,-6%,15%,66%,-39%,?,-24%
CCOc1ccc(CN(C)C(=O)c2ccc3ccccc3n2)cc1,-2%,-1%,51%[activator],-17%,25%,0%,2%,14%,-31%
C=C(C)CSc1nnc2n(N)c(=O)c3ccccc3n12,1%,-8%,28%,-4%,-2%,12%,4%,-13%,-8%
